WRN inhibitor: qHTS for Inhibitors of WRN Helicase; WRN helicase unwinding, fluorescent forked duplex, kinetic; Bifunctional 3'-5' exonuclease/ATP-dependent helicase WRN (Homo sapiens), Q14191; AID 651768, 2012; Potency, µM (titrated, usually from 114 µM), for the others: at the highest dose activity change, negative = inhibition, actives largely listed as inhibitors; hit rate 0.46% among 360,000; note: potency is the fitted concentration of half-maximal effect; % is set by controls: 0 for no effect and ±100 for the full control effect; nearly all actives have a fitted effect of over 55% in size
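WRN at 20 nM final preincubated with compound 15 min at room temperature; reaction started with 100 nM fluorophore/quencher forked duplex oligonucleotide and 2 mM ATP final. Unwinding followed kinetically by red fluorescence (ex 525, em 598 nm).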
EPAC2 agonist: qHTS for Agonist of cAMP-regulated guanine nucleotide exchange factor 4 (EPAC2): primary screen | hit rate 0.079% among 360,000 | AID 720711, 2013 | Potency, µM (series often up to 154 µM), without a hit: at the highest dose activation, most hits filed as activators | EPAC2 activation, biochemical qHTS; response scale: 100% = 6.5 mM cAMP response; note: potency is the fitted concentration of half-maximal effect; nearly all actives have a fitted effect of over 50% in size
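Exchange assay: 100 nM EPAC2 with 250 nM Rap1B-BODIPY-GDP and 50 uM GDP. Fluorescence (ex 480/em 540 nm) read every 5 min for 30 min at room temperature. Data normalized to 6.5 mM cAMP as agonist control.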
PI5P4Ka inh: qHTS for Inhibitors of phosphatidylinositol 5-phosphate 4-kinase (PI5P4K); PI5P4Kalpha enzyme, ADP-Glo luminescence, 60 min; stronger effect = lower value; max response, %; hit rate 1.2% among 330,000; active = max response of -50% or lower; inconclusive = between -30% and -50%; inactive = -30% or higher; note: value at the top dose of about 77 µM; % is set by controls: 0 for no effect and ±100 for the full control effect
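Enzyme plus substrate dispensed, test compounds pinned in, then ATP (5 microM final) added. After 60 min at RT, ADP-Glo reagent 1 for 45 min and reagent 2 for 30 min preceded luminescence imaging.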
EPAC1 agonist: qHTS for Agonist of cAMP-regulated guanine nucleotide exchange factor 3 (EPAC1): primary screen; hit rate 0.073% among 360,000; Rap guanine nucleotide exchange factor 3 (Homo sapiens), O95398; Potency, µM (top dose mostly 154 µM), inactives show at the top dose activation, usual class: activators; EPAC1 agonist qHTS, biochemical assay; response scale: 100% = response to 6.5 mM cAMP; note: potency is the fitted concentration of half-maximal effect; nearly all actives have a fitted effect of over 60% in size
Target sequence (O95398 whole entry, looked up): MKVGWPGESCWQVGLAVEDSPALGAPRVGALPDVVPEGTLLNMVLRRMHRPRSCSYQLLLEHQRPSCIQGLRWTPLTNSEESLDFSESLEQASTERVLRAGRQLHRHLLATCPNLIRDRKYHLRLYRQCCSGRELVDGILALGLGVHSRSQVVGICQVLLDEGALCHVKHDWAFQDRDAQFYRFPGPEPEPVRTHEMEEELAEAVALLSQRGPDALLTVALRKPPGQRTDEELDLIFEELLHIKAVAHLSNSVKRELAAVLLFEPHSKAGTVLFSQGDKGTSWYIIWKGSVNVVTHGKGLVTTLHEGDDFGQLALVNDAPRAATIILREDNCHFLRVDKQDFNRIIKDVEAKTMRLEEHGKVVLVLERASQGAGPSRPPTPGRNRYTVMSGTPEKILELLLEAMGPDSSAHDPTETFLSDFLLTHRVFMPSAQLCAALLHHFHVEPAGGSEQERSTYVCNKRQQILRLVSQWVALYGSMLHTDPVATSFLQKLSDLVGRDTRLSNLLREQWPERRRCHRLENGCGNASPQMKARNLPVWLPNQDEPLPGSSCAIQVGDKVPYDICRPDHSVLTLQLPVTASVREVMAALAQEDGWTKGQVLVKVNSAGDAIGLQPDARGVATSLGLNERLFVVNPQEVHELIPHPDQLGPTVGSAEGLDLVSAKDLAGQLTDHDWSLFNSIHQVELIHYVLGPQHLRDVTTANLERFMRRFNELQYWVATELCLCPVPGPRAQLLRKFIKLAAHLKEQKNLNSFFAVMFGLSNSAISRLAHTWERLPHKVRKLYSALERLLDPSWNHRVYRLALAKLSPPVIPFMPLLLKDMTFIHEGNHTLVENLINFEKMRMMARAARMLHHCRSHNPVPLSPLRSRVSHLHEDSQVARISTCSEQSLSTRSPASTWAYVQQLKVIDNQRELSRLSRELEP
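EPAC1 100 nM, Rap1B–BODIPY-GDP 250 nM, unlabeled GDP 50 uM; compound titration; 5 min RT; kinetic read ex480/em540 at 5-min intervals ×30 min; data normalized to 6.5 mM cAMP agonist control.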
IL2 activator: qHTS of IL-2 Activators | IL-2 activation reporter assay, cell-based qHTS; stimulated with anti-CD3/CD4/CD28 beads; in transgenic mouse T cells | activation, % (series mostly up to about 46 µM) | hit rate 0.065% among 360,000 | AID 652025, 2013; in the data active = activation above about 50%; inconclusive = mostly about 30% to 49%; note: 0% is about no effect
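Unstimulated transgenic mouse T cells, 750 per well, received compound and, after 60 minutes, anti-CD3/anti-CD4 bead plus anti-CD28 stimulation. EGFP and DsRed were quantified after 18 hours.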
CCT chaperon mod: High-Throughput Screening for Modulators of Cytosolic Chaperonin Activity | hit rate 0.3% among 360,000 | AID 651819, 2012 | activity change, % (test concentration not listed), hits read low | purified chaperonin ATPase assay, HTRF ADP detection, 30 min; in the data active = activity change below about -30%; note: % is set by controls: 0 for no effect and ±100 for the full control effect
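TRiC (40 or 20 nM final, by batch activity) in 30 mM Tris pH 7.4, 100 mM KCl, 5 mM MgCl2, 1 mM DTT was treated with compound at 76 uM single dose, then 10 uM ATP, 30 min at 37 °C. ADP was read by HTRF Transcreener.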
PLK1 PBD inh: qHTS for Inhibitors of PLK1-PDB (polo-like kinase 1 - polo-box domain): Primary Screen; Serine/threonine-protein kinase PLK1 (Homo sapiens), P53350; Plk1 PBD binding of FITC phosphopeptide, fluorescence polarization; Potency, µM, for the others: max response, negative = inhibition, most hits filed as inhibitors; hit rate 2.8% among 360,000; AID 720504, 2013; note: potency is the fitted concentration of half-maximal effect; series mostly up to about 57 µM; % is set by controls: 0 for no effect and ±100 for the full control effect; nearly all actives have a fitted effect of over 65% in size
EPAC1 antag: qHTS for Antagonist of cAMP-regulated guanine nucleotide exchange factor 3 (EPAC1): primary screen; Rap guanine nucleotide exchange factor 3 (Homo sapiens), O95398; EPAC1 GEF assay, Rap1b-BODIPY-GDP exchange fluorescence; Potency, µM (series often up to 115 µM), without a hit: at the highest dose activity change, negative = inhibition, actives largely listed as inhibitors; hit rate 0.14% among 360,000; AID 720709, 2013;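 note: potency is the fitted concentration of half-maximal effect; plate controls were vehicle for no effect and positive control for full effect; nearly all actives have a fitted effect of over 50% in size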
Active calls of the source: *; ? = inconclusive; . = not tested or not shown; [ ] = dose if it differs, or a comment. Unless noted, calls come from the whole dose curve; as a rule, active = well fitted curve in the direction sought with a large enough effect; inconclusive = small, poorly fitted or top-dose-only effect, or another doubt; inactive = no such curve, though single readings can be large; an effect the other way counts as inactive or inconclusive. Some of the compounds tested (hit frequency here may not be typical).

(1) COc1ccc(C2CC(=O)c3cnc(N4CCN(Cc5ccccc5)CC4)nc3C2)cc1 (stereo not drawn)
(2) CN1CCN(C(=O)c2ccccc2[N+](=O)[O-])CC1
(3) Cc1nc(Cl)sc1C(=O)Nc1cccc(Cl)c1
(4) COc1ccc(-c2csc(NC(=O)C3CC(=O)N(Cc4ccccc4)C3)n2)cc1OC (stereo not drawn)
(5) N#CC1=C(N)n2c(s/c(=C\c3cccs3)c2=O)=C(C#N)C1c1cccs1 (stereo not drawn)
(6) O=C(NCCc1ccccc1)C1CCN(S(=O)(=O)c2cccc3nsnc23)CC1
(7) CC(=O)N1CCC(C(=O)Nc2cc(S(=O)(=O)N3CCCCC3)ccc2C)CC1
(8) COc1cc(NC(=O)CCS(=O)(=O)c2ccc3c(c2)oc(=O)n3C)cc(OC)c1

Screen / compound no.	1	2	3	4	5	6	7	8
WRN inhibitor	10.2%	4.9%	-1.0%	-17.5%	-10.9%[11.6 µM]	-3.8%	8.3%	1.5%
EPAC2 agonist	1.0%	8.4%	17.7%	-0.7%	-5.2%	-5.6%	3.7%	5.6%
PI5P4Ka inh	-23.8	-2.6	-1.6	0.1	-56.2*	-3.4	-4.6	-8.0
EPAC1 agonist	8.9%	8.2%	23.9%	-13.4%	-3.9%	0.0%	2.6%	-4.9%
IL2 activator	-1.1	0.2	-0.1	-1.2	2.4	1.5	1.0	-4.9
CCT chaperon mod	-1.3	-10.1	-2.8	-0.3	-0.3	-2.6	-0.7	0.0
PLK1 PBD inh	21.2µM*	0.4%	-8.2%	-5.7%	-20.1%	-2.2%	-14.3%	-12.4%
EPAC1 antag	?	8.1%	-14.9%	-3.9%	-29.4%	0.0%	-3.0%	14.5%

Continued, overlapping the part above by two compounds.
(7) CC(=O)N1CCC(C(=O)Nc2cc(S(=O)(=O)N3CCCCC3)ccc2C)CC1
(8) COc1cc(NC(=O)CCS(=O)(=O)c2ccc3c(c2)oc(=O)n3C)cc(OC)c1
(9) CN(c1ccc(C(=O)NCCSCc2ccccc2)cc1)S(=O)(=O)c1ccccc1
(10) O=C(COC(=O)CCc1ccc(S(=O)(=O)N2CCOCC2)cc1)NCc1ccccc1
(11) COCc1[nH][nH]c(=O)c1C=Nc1ccccc1
(12) O=C(O)/C(=C\c1cccs1)Sc1nnc(-c2ccc(F)cc2)o1
(13) NC(=O)c1cccc(Nc2nc(C(N)CCc3ccccc3)cs2)n1 (stereo not drawn)
(14) O=C(Nc1ccccc1N1CCOCC1)c1cccs1
(15) Cn1c(/C(C#N)=C(\O)c2ccc(S(=O)(=O)N3CCCCC3)cc2)nc2ccccc21
(16) COc1ccc(-c2noc(CN(C)C(=O)CCN3C(=O)[C@H]4CC=CC[C@H]4C3=O)n2)cc1

Screen / compound no.	7	8	9	10	11	12	13	14	15	16
WRN inhibitor	8.3%	1.5%	-6.5%	-2.6%	-16.2%	-6.4%[57.1 µM]	-8.8%	0.8%	7.5%	-9.8%
EPAC2 agonist	3.7%	5.6%	1.9%	5.2%	2.7%	3.2%	14.0%	-4.0%	-6.7%	2.1%
PI5P4Ka inh	-4.6	-8.0	14.4	1.6	0.4	-0.1	-0.4	3.8	5.5	1.3
EPAC1 agonist	2.6%	-4.9%	13.4%	5.0%	-3.2%	2.5%	4.6%	3.2%	1.4%	-3.7%
IL2 activator	1.0	-4.9	-0.4	-3.7	-0.8	-4.1	-0.3	0.3	-0.4	-1.9
CCT chaperon mod	-0.7	0.0	-0.9	0.4	1.0	-0.8	-1.7	-1.2	-8.4	1.0
PLK1 PBD inh	-14.3%	-12.4%	-12.9%	0.0%	2.5%	-7.4%	-9.1%	-2.1%	-4.2%	-7.9%
EPAC1 antag	-3.0%	14.5%	-11.1%	-1.9%	4.9%	-19.4%	-8.1%	10.6%	-7.4%	1.9%

(17) Cn1cc(Cl)c(C(=O)N2CCN(c3ncccn3)CC2)n1
(18) Cc1ccc(OCCn2cc(C(=S)N3CCCC3)c3ccccc32)cc1C
(19) CC(C)(C)c1ccc(C(=O)N2CCC2(C)C(=O)NCc2ccc3c(c2)OCO3)cc1 (stereo not drawn)
(20) Cc1cc(C)n2c(SCC(=O)NCc3ccco3)nnc2n1
(21) COc1c(C(=O)Nc2ccc(Br)cn2)ccc2ccccc12
(22) O=C(CSc1ncn[nH]1)Nc1nc(-c2ccccc2)ns1
(23) CC(=O)c1c(C)[nH]c(C(=O)COC(=O)c2cccc(S(=O)(=O)N(C)c3ccccc3)c2)c1C
(24) CC(=O)N1CCN(c2ccc(NC(=O)c3cccc(Cl)c3)cc2)CC1

Screen / compound no.	17	18	19	20	21	22	23	24
WRN inhibitor	2.9%	-15.7%	-7.6%	4.0%	1.1%[57.1 µM]	-11.0%	-2.7%	7.9%
EPAC2 agonist	-1.8%	11.0%	8.1%	2.3%	9.3%	12.7%	4.3%	-0.7%
PI5P4Ka inh	-4.0	?	8.6	.	32.1	.	-8.9	3.5
EPAC1 agonist	1.8%	1.2%	-10.5%	0.0%	7.5%	15.1%	3.9%	14.3%
IL2 activator	-0.1	-0.1	-0.1	2.1	19.2	-1.5	-0.8	-0.6
CCT chaperon mod	-2.6	-0.1	-1.6	0.5	-1.4	-0.6	-1.7	-1.9
PLK1 PBD inh	-21.1%	2.99µM*	3.2%	-5.1%	-8.2%	-8.1%	5.1%	-12.1%
EPAC1 antag	8.8%	-11.6%	-13.1%	0.0%	11.8%	0.2%	-14.3%	-11.1%

(25) CC1CCN(CC(=O)n2c3c(c4ccccc42)CCCC3)CC1
(26) CC(C)(C)c1ccc(OCCC(=O)Nc2cccc(S(=O)(=O)N3CCCC3)c2)cc1
(27) Cc1cc(=O)[nH]c(SCC(=O)Nc2ccc(Cl)cn2)n1
(28) COc1cc(S(=O)(=O)NCc2ccncc2)ccc1Br
(29) CCOC(=O)C1CCN(c2ccc(C(N)=O)cc2[N+](=O)[O-])CC1
(30) COCCNC(=O)c1ccc(CS(=O)(=O)c2ccc(OC)cc2)o1
(31) C#CCOc1ccc(C2C3=C(CCCC3=O)N(CC(=O)O)C3=C2C(=O)CCC3)cc1Br
(32) COc1cc2c(cc1NC(=O)c1ccco1)CCCC2

Screen / compound no.	25	26	27	28	29	30	31	32
WRN inhibitor	-4.9%	-12.0%	-8.2%	-30.8%	-1.0%	-6.7%	-16.2%[57.1 µM]	-7.8%
EPAC2 agonist	19.4%	-12.2%	-0.7%	7.4%	0.9%	9.7%	8.5%	0.5%
PI5P4Ka inh	.	-1.6	.	1.1	2.8	-0.1	-5.0	.
EPAC1 agonist	16.8%	-2.0%	5.0%	-4.1%	9.1%	-5.6%	2.9%	3.3%
IL2 activator	-2.5	-0.8	0.6	-3.2	-1.5	-2.0	-0.9	-2.2
CCT chaperon mod	-2.2	-0.9	2.4	-3.2	-1.0	-0.5	-1.7	1.9
PLK1 PBD inh	-6.7%	2.5%	-1.6%	-26.7%	-12.2%	-8.0%	-13.4%	0.1%
EPAC1 antag	4.8%	?	1.2%	-21.5%	-0.6%	-6.8%	-29.1%	6.3%

(33) Cc1ccc(OCC(=O)N(C)Cc2ccccc2)c([N+](=O)[O-])n1
(34) Cc1ccc(C(=O)CC(C(=O)O)n2ccc(C)n2)cc1 (stereo not drawn)
(35) CC1(C)Cc2c(cnn2-c2ccc(F)cc2)C(NC(=O)C(C)(C)O)C1 (stereo not drawn)
(36) CN1CCN(c2ncnc3c2ncn3[C@H]2CN(Cc3ccco3)C[C@@H](CO)O2)CC1
(37) CCOc1cc(C(C(=O)NCC2CCCO2)N(C(=O)Cn2nnc3ccccc32)c2ccc(OC)c(OC)c2)ccc1O (stereo not drawn)
(38) Cc1cc(NC(=O)CSCC(=O)OCc2nnc(-c3ccccc3)o2)no1
(39) CCOC(=O)OCC(=O)C1(O)CCC2C3CCC4=CC(=O)CCC4(C)C3C(O)CC21C (stereo not drawn)
(40) CCC1=NN2C(=N)/C(=C/c3cc(C)n(-c4ccccc4)c3C)C(=O)N=C2S1

Screen / compound no.	33	34	35	36	37	38	39	40
WRN inhibitor	2.7%	-5.3%	-3.7%	-2.8%	-15.0%	-1.1%	2.7%	-11.9%
EPAC2 agonist	-1.9%	-6.5%	6.5%	0.4%	-1.5%	3.9%	1.4%	-2.3%
PI5P4Ka inh	0.4	-1.4	-0.1	1.5	2.3	-16.4	2.6	2.2
EPAC1 agonist	9.1%	-9.0%	12.5%	0.2%	-12.7%	-10.2%	-8.8%	10.9%
IL2 activator	0.6	-1.3	-0.2	0.1	-0.1	-1.6	-5.7	5.2
CCT chaperon mod	1.9	-2.0	1.1	-2.4	-9.5	-0.2	-1.0	-0.7
PLK1 PBD inh	-0.7%	-5.9%	-0.6%	-6.2%	0.0%	0.9%	5.9%	0.7%
EPAC1 antag	0.3%	-3.4%	-3.9%	15.3%	7.3%	-7.6%	0.3%	17.8%

(41) COc1ccc(-n2c(O)c(C=NCC(c3ccco3)N3CCCC3)c3ccccc3c2=O)cc1OC (stereo not drawn)
(42) NC(=O)c1cc2ccccc2o/c1=N/NC(=O)c1cccc(Cl)c1
(43) O=C(NC1CCCCC1)C(c1ccc2ncccc2c1)N(Cc1cccs1)C(=O)c1cccs1 (stereo not drawn)
(44) Cc1ccc(NC(=O)COC(=O)C2CC2(Cl)Cl)cc1C (stereo not drawn)

Screen / compound no.	41	42	43	44
WRN inhibitor	-7.2%	-1.7%	-8.4%	7.3%
EPAC2 agonist	9.4%	11.0%	-2.7%	14.1%
PI5P4Ka inh	0.7	0.2	.	?
EPAC1 agonist	4.0%	0.2%	-4.0%	-2.2%
IL2 activator	0.7	-2.1	1.0	-0.6
CCT chaperon mod	-0.1	-1.3	-1.7	-4.7
PLK1 PBD inh	-0.5%	-3.0%	-6.3%	26.7µM*
EPAC1 antag	-13.6%	-16.2%	15.6%	-23.6%

Single values from above.
COc1ccc(-n2c(O)c(C=NCC(c3ccco3)N3CCCC3)c3ccccc3c2=O)cc1OC (stereo not drawn) in EPAC1 agonist is listed with 4.0%
Cc1ccc(NC(=O)COC(=O)C2CC2(Cl)Cl)cc1C (stereo not drawn) in PLK1 PBD inh is listed with 26.7µM*

Screening results (PubChem)
